# Screening data from PubChem BioAssay.
# Gal4-VP16 FLuc: counter-screen for ROR gamma inhibitors: Gal4-VP16 reporter; Drosophila S2 Gal4-VP16 UAS-luciferase, luminescence, 20 h; Potency, µM (doses to about 53.6 µM), inactives show top-dose activity, negative = inhibition, hits mostly inhibitors; 3.5% of 310,000 active; AID 2546;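 further: Gal4-VP16 expression switched on by copper sulfate through the metallothionein promoter; on the % scale 0 is the no-effect control and ±100 the full control effect; nearly all actives have a fitted effect of over 50% in size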
# uPA surface inh: blocks generation of uPA at the cell surface; cell surface uPA generation assay, qHTS; AID 540303; 0.31% of 330,000 active; Potency, µM (highest dose often 38.3 µM), for the others: at the highest dose activity change, negative = inhibition, most hits filed as inhibitors; active means well fitted inhibition curve with a large enough effect; inconclusive means small, poorly fitted or top-dose-only effect; inactive means no such curve, though single readings can be large or run the other way; tested in mouse RAW 264.7 cells; further: on the % scale 0 is the no-effect control and ±100 the full control effect; nearly all actives have a fitted effect of over 55% in size
# MBNL1 CUG block: blocks human MBNL1 binding to CUG repeat RNA; Q9NR56; Potency, µM (series often up to 57.5 µM), without a hit: top-dose activity change, negative = inhibition, actives largely listed as inhibitors; TR-FRET MBNL1-His/biotin-(CUG)12 binding, 665/545 ratio; 0.036% of 280,000 active; AID 2675; active means well fitted inhibition curve with a large enough effect in the signal ratio, with a control signal flat, not every such curve was filed as active; inconclusive means small, poorly fitted or top-dose-only effect, or effect the other way, or a change in a side signal; inactive means no such curve, though single readings can be large or run the other way; the % refers to the signal ratio; further: on the % scale 0 is the no-effect control and ±100 the full control effect
#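 TR-FRET readout: Ex 340 nm, 665/545 nm emission ratio, normalized to buffer-only (basal) and MBNL1-(CUG)12 controls. Complex of MBNL1-His with Biotin-(CUG)12, compounds 92 nM–58 uM, incubated 60 min at room temperature.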
# NPC1 promoter act: activators of NPC1 promoter | Huh7 NPC1 promoter luciferase reporter, 24 h | Potency, µM (series often up to 9.22 µM), without a hit: at the highest dose activation, usual class: activators | 2.4% of 320,000 active | AID 485313;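 further: % of control where 0% means no effect; nearly all actives have a fitted effect of over 60% in size; reporter is driven by a mutant NPC1 promoter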
#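 Luciferase expression driven by the NPC1 promoter was measured in stably transfected Huh7 cells after a 24 h compound incubation, using a luciferase reagent and a luminescence read.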
# BRCA1 expr act: BRCA1 expression activation | MCF7-BRCA1-FFLuc reporter, luminescence, 48 h; response scale: scaled: vehicle 0%, 10 µM genistein 100% | 1.1% of 380,000 active | AID 624202 | Potency, µM (doses to about 46.1 µM), for the others: top-dose activation, usual class: activators; further: nearly all actives have a fitted effect of over 80% in size; some results filed as inactive show a strong effect at the top dose
#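 Luminescence from a BRCA1-driven firefly luciferase in MCF7 cells was the read-out, taken 15 min after substrate addition following 48 h compound exposure at 37 °C. Data were normalized to a 10 microM genistein control and DMSO vehicle.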
# p53 reactivator: re-activators of mutant p53; Potency, µM (doses to about 92.2 µM), for inactives: at the highest dose activity change, positive = activation, most hits filed as activators; H1299 p53-A138V BP100-luciferase reporter, luminescence, 24 h; 0.063% of 320,000 active; further: % of control where 0% means no effect; nearly all actives have a fitted effect of over 45% in size
#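 p53-null H1299 cells stably carrying temperature-sensitive p53-A138V and a BP100-luciferase reporter were pinned with compounds (4-point, 1:5 series) and held 24 hrs at 37 deg C. Luminescence was read 10 min after detection reagent.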
# ELG1 genotox: genotoxicity induction in ELG1-luciferase HEK293T cells; HEK293T ELG1-luciferase reporter, luminescence, 16 h; Potency, µM (highest dose often 46 µM), for inactives: top-dose activity change, positive = activation, actives largely listed as activators; 1.3% of 330,000 active; further: % of control where 0% means no effect; nearly all actives have a fitted effect of over 60% in size
#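 16 hr compound incubation (37 °C, 5% CO2) of HEK293T cells carrying luciferase-tagged ELG1; luciferase then measured by ONE-Glo luminescence after 30 min at RT.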
# RORg inh: ROR gamma (mouse) transcription inhibition; Potency, µM (series often up to 53.6 µM), inactives show top-dose activity change, negative = inhibition, most hits filed as inhibitors; Drosophila S2 Gal4-RORgamma UAS-luciferase reporter, 20 h; 5.4% of 310,000 active; P51450; further: on the % scale 0 is the no-effect control and ±100 the full control effect; nearly all actives have a fitted effect of over 60% in size
# Target sequence (P51450 whole entry, looked up, the tested form may be a part): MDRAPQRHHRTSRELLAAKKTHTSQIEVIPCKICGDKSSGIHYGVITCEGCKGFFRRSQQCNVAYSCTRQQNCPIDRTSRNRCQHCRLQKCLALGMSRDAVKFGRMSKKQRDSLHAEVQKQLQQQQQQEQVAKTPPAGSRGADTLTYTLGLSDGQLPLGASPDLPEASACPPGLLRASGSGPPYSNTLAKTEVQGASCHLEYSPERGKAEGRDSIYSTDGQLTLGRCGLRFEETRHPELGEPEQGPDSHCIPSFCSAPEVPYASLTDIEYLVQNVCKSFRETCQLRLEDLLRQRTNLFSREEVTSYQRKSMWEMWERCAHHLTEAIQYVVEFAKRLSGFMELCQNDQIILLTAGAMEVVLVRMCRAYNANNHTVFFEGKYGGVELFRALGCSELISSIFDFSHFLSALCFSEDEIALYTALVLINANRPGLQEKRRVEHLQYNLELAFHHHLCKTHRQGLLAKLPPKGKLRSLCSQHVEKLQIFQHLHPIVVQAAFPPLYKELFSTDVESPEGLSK
#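 Using a luciferase readout, inhibitors were identified by reduced reporter activity in Drosophila cells coexpressing a copper-inducible Gal4–ROR gamma fusion and UAS-driven Photinus luciferase, incubated 20 hr after 700 uM copper sulfate.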
# FLuc modulator: inhibits or activates purified firefly luciferase, miR-21 counter-screen. P08659. purified FLuc, Km substrates, luminescence inhibition. Potency, µM (series often up to 57.5 µM), inactives show at the top dose activity change, negative = inhibition, actives largely listed as inhibitors. 6.9% of 360,000 active. AID 588342;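 further: plate controls were vehicle for no effect and reference inhibitor for full effect; nearly all actives have a fitted effect of over 55% in size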
#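 Purified P. pyralis luciferase, 10 nM final, with Km-level 10 uM D-luciferin and 10 uM ATP in 50 mM Tris acetate pH 7.5, 10 mM Mg acetate, 0.01% Tween-20, 0.05% BSA; 6-point qHTS titration about 60 µM downward; luminescence read.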
# Rab9 prom act: activates the Rab9 promoter; Huh7 Rab9 promoter-luciferase reporter, luminescence, 24 h; Potency, µM (series often up to 9.22 µM), inactives show at the top dose activation, negative = inhibition, most hits filed as activators; 2.8% of 320,000 active; further: % of control where 0% means no effect; nearly all actives have a fitted effect of over 60% in size
#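 Luminescence from Amplite-detected luciferase (10 minutes, ambient) reports Rab9 promoter activation. Before that, stable Rab9-luciferase Huh7 cells (1500/well, reduced-serum OP-MEM I plus 10% FBS) were exposed to compound for 24 hours at 37C.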
# * = called active by the depositor; ? = inconclusive; / = not tested or not shown; & = joins results of further samples; [ ] = remark or other dose. Unless noted, the call rests on the fitted dose curve; in most records, active means well fitted curve in the direction sought with a large enough effect; inconclusive means small, poorly fitted or top-dose-only effect, or another doubt; inactive means no such curve, though single readings can be large; an effect the other way counts as inactive or inconclusive. Potency means the concentration at half of the fitted maximal effect.
entry	SMILES	Gal4-VP16 FLuc	uPA surface inh	MBNL1 CUG block	NPC1 promoter act	BRCA1 expr act
1	CCOC(=O)N1CCN(S(=O)(=O)N2CCCC(C(=O)NCc3cccc(OC)c3)C2)CC1 (stereo unspecified)	12%	3%	-9%	19%	-22%
2	Cc1cc(=O)oc2cc(OCC(=O)N3CC[C@@]4(O)CCCC[C@H]4C3)c(Cl)cc12	-11%	7%	-10%	-1%	6%
3	C=C1CCC[C@]2(C)C[C@H]3OC(=O)C(CNCCN(C)C)[C@H]3CC12 (stereo partly specified)	-1%	?	-9%	-2%	-16%
4	COC(=O)c1cc(N2C(=O)C3C4C=CC(CC4)C3C2=O)ccc1Cl (stereo unspecified)	-10%	4%	2%	-7%	-1%
5	CCOc1cccc(OCCOCCN(C)Cc2ccccc2)c1	0%	12%	-10%	2%	-20%
6	Cc1ccc(C(C(=O)NC2CCCCC2)N(C(=O)Cc2c[nH]c3ccccc23)c2ccccc2)o1 (stereo unspecified)	-14%	/	4%	-5%	-57%
7	N#Cc1cc(C#N)c(N2CCN(c3ccccn3)CC2)nc1N	?	/	?	?	5%
8	CN(CC(=O)Nc1ccc(Cl)cc1)C(=O)c1ccc(N2CCCC2=O)cc1	/	-3%	/	2%	71%

entry	p53 reactivator	ELG1 genotox	RORg inh	FLuc modulator	Rab9 prom act
1	-6%	-9%	-11%	-1%&4%	-2%
2	1%	7%	-10%	-1%	1%
3	-7%	-5%	0%	0%	1%
4	-1%	0%	6%	-3%	-4%
5	2%	-4%	-7%	-1%	-1%
6	3%	-5%	-4%	-1%	-2%
7	4%	14%	?	?	?
8	?	2%	/	-15%	21%

# The last 3 records of the section above come first, to join the parts:
entry	SMILES	Gal4-VP16 FLuc	uPA surface inh	MBNL1 CUG block	NPC1 promoter act	BRCA1 expr act
6	Cc1ccc(C(C(=O)NC2CCCCC2)N(C(=O)Cc2c[nH]c3ccccc23)c2ccccc2)o1 (stereo unspecified)	-14%	/	4%	-5%	-57%
7	N#Cc1cc(C#N)c(N2CCN(c3ccccn3)CC2)nc1N	?	/	?	?	5%
8	CN(CC(=O)Nc1ccc(Cl)cc1)C(=O)c1ccc(N2CCCC2=O)cc1	/	-3%	/	2%	71%
9	Cc1cccc(CC(C)NC(=O)c2cc(COc3ccc(C)c(C)c3)on2)n1 (stereo unspecified)	-9%	-13%	0%	?	81%
10	NS(=O)(=O)c1ccc(NC(=O)Nc2cccc(Cl)c2)cc1	?	2%	?	9%	26%
11	CCSCc1nc2ccccn2c1Br	5%	-1%	/	-4%	17%
12	Cc1cc(C)c(S(=O)(=O)Nc2ccccc2-c2ccccc2)c(C)c1	?	-5%	-4%	-3%	-54%
13	CCc1nnc(NC(=O)c2ccc(-c3ccccc3Cl)o2)s1	19%	-1%	-1%	30%	0%[1.84 µM]
14	Cc1ccccc1NC(=O)N1CCCC(c2nc(-c3ccc(F)cc3)no2)C1 (stereo unspecified)	2%	/	-7%	9%	-14%
15	Cc1cc(C)cc(Nc2c3c(nc4ncnn24)CCC3)c1	13µM*	-6%	1%	-12%	-26%
16	O=C(NNC(=O)c1ccc[nH]1)c1cccc(C(F)(F)F)c1	0%	1%	-2%	-4%	8%

entry	p53 reactivator	ELG1 genotox	RORg inh	FLuc modulator	Rab9 prom act
6	3%	-5%	-4%	-1%	-2%
7	4%	14%	?	?	?
8	?	2%	/	-15%	21%
9	10%	18%	28%	21µM*	?
10	-1%	-6%	?	?	-3%
11	3%	2%	-8%	-13%	1%
12	-29%	0%	25%	3%	0%
13	12%	21µM*	2%	?	?
14	3%	-10%	0%[10 µM]	-1%	19%
15	-1%	7%	?	0%	-14%
16	-2%	0%	7%	0%	-2%

# Compound profiles, from the list above. Order of screens: Gal4-VP16 FLuc	uPA surface inh	MBNL1 CUG block	NPC1 promoter act	BRCA1 expr act	p53 reactivator	ELG1 genotox	RORg inh	FLuc modulator	Rab9 prom act
# `O=C(NNC(=O)c1ccc[nH]1)c1cccc(C(F)(F)F)c1` across the screens: 0%	1%	-2%	-4%	8%	-2%	0%	7%	0%	-2%
# `Cc1ccccc1NC(=O)N1CCCC(c2nc(-c3ccc(F)cc3)no2)C1` (stereo unspecified) across the screens: 2%	/	-7%	9%	-14%	3%	-10%	0%[10 µM]	-1%	19%
# `CCc1nnc(NC(=O)c2ccc(-c3ccccc3Cl)o2)s1` across the screens: 19%	-1%	-1%	30%	0%[1.84 µM]	12%	21µM*	2%	?	?
# `Cc1cccc(CC(C)NC(=O)c2cc(COc3ccc(C)c(C)c3)on2)n1` (stereo unspecified) across the screens: -9%	-13%	0%	?	81%	10%	18%	28%	21µM*	?
# `NS(=O)(=O)c1ccc(NC(=O)Nc2cccc(Cl)c2)cc1` across the screens: ?	2%	?	9%	26%	-1%	-6%	?	?	-3%

# Additional entries
entry	SMILES	Gal4-VP16 FLuc	uPA surface inh	MBNL1 CUG block	NPC1 promoter act	BRCA1 expr act
17	Cc1onc(-c2ccccc2)c1C(=O)OCCOc1ccccc1F	-1%	/	-1%	-44%[inhibitor]	-1%
18	O=C(Nc1nnc(-c2ccncc2)s1)Nc1ccccc1F	-3%	13%	-5%	30%	?
19	CCCOc1ccc(N/C=C/C(=O)c2ccc(OC)c(OC)c2)cc1	-4%	-8%	2%	-5%	-20%
20	CCOCC(=O)Nc1nc2ccc(S(C)(=O)=O)cc2s1	5%	3%	-4%	2%	7%

entry	p53 reactivator	ELG1 genotox	RORg inh	FLuc modulator	Rab9 prom act
17	1%	-12%	?	-21%	10%
18	5%	-6%	7%	-15%	22%
19	2%	1%	43%	?	0%
20	?	7%	14%	?	16%
